CHOP UPR activ: activators of apoptotic arm of unfolded protein response (CHOP); CHO-CHOP luciferase reporter, UPR activation, luminescence; percent of tunicamycin response over DMSO baseline; AID 449763; 330,000 tested, 0.34% active; activation, % at 10 µM;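 active = at 10 µM dose, activation of 40% or more, normalized to positive control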;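 also: 100% = tunicamycin at 10 µg/mL and 0% = DMSO alone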
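Material: CHO-CHOP cells, stable luciferase reporter of PERK-eIF2a-CHOP signalling; quantity: 500 reporter cells seeded per well; buffer or medium: F12 medium containing 10% fetal bovine serum; compound: one dose, 10 µM in 0.5% DMSO; incubation: 6 h compound treatment, 37 °C; measured by: Steady-Glo luciferase luminescence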
tim10-1 inh: inhibits growth of tim10-1 mutant yeast | S. cerevisiae tim10-1 ts strain growth, BacTiter-Glo, 24 h | inhibition, % at 20 µM | 330,000 tested, 2.2% active | AID 463190;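 active = inhibition of at least 40%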;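 also: mutant grown at 25 °C; 0% = DMSO wells with yeast and 100% = wells holding no yeast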
UPR XBP1 act: adaptive UPR (XBP1) activation. activation, % at 20 µM. 330,000 tested, 0.33% active. CHO-XBP1 luciferase reporter, IRE1-XBP1 UPR activation, luminescence; percent of tunicamycin response, DMSO as zero;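 active = versus positive control, 20 µM dose yields 30% or more activation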;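 also: 100% = tunicamycin at 10 µg/mL and 0% = DMSO only wells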
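Signal: luciferase luminescence; Assay system: CHO-XBP1 luciferase reporter cells; Amount: one thousand reporter cells per well; Dosing: 20 µM single concentration, DMSO 1%; Benchmarks: high control tunicamycin 10 µg/mL final, low control DMSO vehicle only; Schedule: 6 h compound exposure at 37 °C, 5% CO2; Evaluation: percent activation relative to tunicamycin reference.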
Mdm2 MdmX PPI: human Mdm2/MdmX binding inhibition; SaOS-2 split-luciferase Mdm2/MdmX complementation, luminescence; inhibition, % at 8 µM; 330,000 tested, 3% active; AID 485346;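 active = inhibition of at least 50% at 8 µM in the primary screen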
Target sequence (O15151 whole entry, looked up): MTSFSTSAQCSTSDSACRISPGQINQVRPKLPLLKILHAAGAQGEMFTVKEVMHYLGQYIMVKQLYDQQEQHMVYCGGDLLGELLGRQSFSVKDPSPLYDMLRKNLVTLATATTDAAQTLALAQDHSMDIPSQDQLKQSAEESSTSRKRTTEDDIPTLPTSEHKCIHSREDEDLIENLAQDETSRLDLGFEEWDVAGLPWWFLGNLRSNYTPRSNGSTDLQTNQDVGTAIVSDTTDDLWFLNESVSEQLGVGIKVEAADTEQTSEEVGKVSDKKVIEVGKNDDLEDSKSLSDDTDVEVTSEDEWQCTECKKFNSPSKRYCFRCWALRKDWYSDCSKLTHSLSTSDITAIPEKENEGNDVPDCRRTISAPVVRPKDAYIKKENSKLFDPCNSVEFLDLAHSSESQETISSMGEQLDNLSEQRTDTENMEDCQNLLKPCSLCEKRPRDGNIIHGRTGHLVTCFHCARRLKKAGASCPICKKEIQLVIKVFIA
Target sequence (Q00987 whole entry, looked up): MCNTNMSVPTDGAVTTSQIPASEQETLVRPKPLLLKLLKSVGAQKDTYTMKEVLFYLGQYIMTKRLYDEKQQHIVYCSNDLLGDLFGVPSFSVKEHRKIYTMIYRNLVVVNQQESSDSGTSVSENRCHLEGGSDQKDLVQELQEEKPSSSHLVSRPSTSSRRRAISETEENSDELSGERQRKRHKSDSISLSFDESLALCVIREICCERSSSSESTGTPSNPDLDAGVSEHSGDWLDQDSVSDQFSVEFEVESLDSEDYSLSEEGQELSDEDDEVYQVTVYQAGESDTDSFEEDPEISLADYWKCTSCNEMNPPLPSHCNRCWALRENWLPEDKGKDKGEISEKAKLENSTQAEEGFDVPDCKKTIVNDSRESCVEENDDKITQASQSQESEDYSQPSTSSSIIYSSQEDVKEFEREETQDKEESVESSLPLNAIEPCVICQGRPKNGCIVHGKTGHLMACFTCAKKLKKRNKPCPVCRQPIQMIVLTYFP
TIM10 inh: inhibits growth of TIM10 yeast strain | S. cerevisiae TIM10 strain growth, BacTiter-Glo luminescence, 24 h | inhibition, % at 10 µM | 330,000 tested, 1.4% active | AID 463195;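 active = inhibition of 40% or more at the single tested concentration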;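 also: wild-type TIM10 isogenic control strain grown at permissive 25 °C; 0% = DMSO yeast wells and 100% = minimal medium wells without yeast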
Jurkat NFkB inh: lowers PMA/ionomycin-induced NF-kB signal in Jurkat cells; PMA/ionomycin-induced NF-kB luciferase reporter, luminescence; inhibition, % at 4 µM; 330,000 tested, 0.53% active; in the data active = inhibition above about 50%
tim23-1 inh: inhibits growth of tim23-1 mutant yeast; S. cerevisiae tim23-1 growth, BacTiter-Glo luminescence, 24 h; inhibition, % at 20 µM; 330,000 tested, 1.3% active;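 active = growth inhibition of the mutant yeast at or above 50%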;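 also: temperature-sensitive mutant grown at 25 °C; plate controls were DMSO-treated mutant yeast for no effect and medium wells lacking yeast for full effect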
697 NFkB inh: lowers PMA/ionomycin-induced NF-kB signal in 697 B cells. inhibition, % at 4 µM. 330,000 tested, 0.33% active. 697 B-cell NF-kB luciferase reporter, 16 h; in the data active = inhibition above about 35%
The depositor's hits bear a star.

SMILES	CHOP UPR activ	tim10-1 inh	UPR XBP1 act	Mdm2 MdmX PPI	TIM10 inh	Jurkat NFkB inh	tim23-1 inh	697 NFkB inh
CCOC(=O)CC(NC(=O)c1cccc2c1C(=O)N(Cc1cccnc1)C2)c1ccc(OC(C)C)cc1 (centres undefined)	-0.2	12	2	25	9	7	18	1
COc1cc2c(cc1OC)CN(C(=O)CN1C(=O)c3ccc([N+](=O)[O-])cc3C1=O)CC2	-1.9	16	-4	-19	13	-5	4	4
CCCOC(=O)C1[C@H]2C(=O)N(Cc3ccco3)C[C@]23C=C[C@H]1O3 (some centres undefined)	1.1	15	-1	9	10	0	-1	10
CCOc1ccc(N2C(=O)C3C(C2=O)C3(c2ccccc2)c2ccccc2)cc1 (centres undefined)	0.4	19	2	12	22	14	35	-9
CC(OC(=O)c1cc(Br)ccc1O)C(=O)NCc1ccc2c(c1)OCO2 (centres undefined)	2.9	22	-3	-4	11	-22	-1	-17
COCCN1C(=O)N[C@@H](CCc2ccccc2)C(C(C)=O)=C1C	1.0	4	0	-17	3	-5	16	2
CN(C)n1cccc1/C=C(\C#N)S(=O)(=O)c1ccc(Cl)cc1	2.0	13	-1	17	6	-10	6	-38
Cc1cc(C(=O)COC(=O)CC2Sc3ccccc3NC2=O)c(C)n1-c1ccccc1 (centres undefined)	2.9	36	1	4	57*	-3	26	-13
COc1ccc(CNc2ncc(-c3cccc([N+](=O)[O-])c3)n2C)c(OC)c1OC	1.1	-3	-8	6	-1	-4	-14	-5
O=C1/C(=C/c2cccnc2)SC(=S)N1NS(=O)(=O)c1ccccc1	-0.1	8	-1	-3	-1	14	14	6
CC(C)C(=O)Nc1c2c(nn1-c1ccc([N+](=O)[O-])cc1)CS(=O)(=O)C2	2.0	0	-2	8	4	-1	-2	16
CCOC(=O)c1oc2cccc(OC(C)=O)c2c1C	6.7	-74	12	-46	-21	-26	-66	-3
O=C(COC(=O)Cc1ccsc1)Nc1cccc(Cl)c1	0.0	1	0	34	0	6	16	27
CNC(=S)N(Cc1cc2cc(OC)c(OC)cc2[nH]c1=O)C1CCCC1	-0.3	19	2	22	10	7	4	12
CCCc1cc(=O)oc2c3c(cc(OCC(=O)NCc4ccncc4)c12)OC(C)(C)CC3	-3.9	13	3	-28	5	-18	18	-10
Cc1oc2cc([N+](=O)[O-])c(O)c([N+](=O)[O-])c2c1C(=O)c1ccc(Cl)cc1	-0.1	8	-1	12	4	6	30	15
CCCC(=O)NC(Nc1cc(C(F)(F)F)ccc1Cl)C(Cl)(Cl)Cl (centres undefined)	0.0	28	2	-9	33	6	27	1
COc1ccc(CNCC(=O)Nc2sccc2C#N)cc1	-0.3	12	-2	-5	4	-11	14	6
O=C(O)CC1(c2ccccc2)C(=O)c2ccccc2C1=O	0.7	-6	6	-3	4	-11	19	-20
C=C(C)C1CC=C(C)/C(=N/NC(=O)COc2ccc(Cl)cc2)C1 (centres undefined)	-0.7	10	4	-38	-4	-12	-8	3
COc1ccc(C)cc1S(=O)(=O)NCC(c1cccnc1)N1CCc2ccccc2C1 (centres undefined)	1.8	10	-3	11	8	2	15	-27
COc1cccc(NC(=O)CN2CCN(CC(=O)Nc3ccc(F)cc3)CC2)c1	-0.6	12	-1	-10	-9	-15	13	-4
O=C(CN1CCN(c2cccc(Cl)c2)CC1)NCc1ccccc1	3.3	5	-1	-14	1	10	16	4
O=C(COC(=O)C1CC(=O)N(Cc2ccccc2)C1)Nc1ccc(Cl)cc1F (centres undefined)	-0.9	25	-2	-30	-4	-1	3	-3
CCCCn1c(O)c(/C=C2\C=NN=C2c2ccccc2)sc1=S	4.8	38	8	6	9	-4	29	-33

The list goes on; it opens with the seven that closed the last part.
SMILES	CHOP UPR activ	tim10-1 inh	UPR XBP1 act	Mdm2 MdmX PPI	TIM10 inh	Jurkat NFkB inh	tim23-1 inh	697 NFkB inh
O=C(O)CC1(c2ccccc2)C(=O)c2ccccc2C1=O	0.7	-6	6	-3	4	-11	19	-20
C=C(C)C1CC=C(C)/C(=N/NC(=O)COc2ccc(Cl)cc2)C1 (centres undefined)	-0.7	10	4	-38	-4	-12	-8	3
COc1ccc(C)cc1S(=O)(=O)NCC(c1cccnc1)N1CCc2ccccc2C1 (centres undefined)	1.8	10	-3	11	8	2	15	-27
COc1cccc(NC(=O)CN2CCN(CC(=O)Nc3ccc(F)cc3)CC2)c1	-0.6	12	-1	-10	-9	-15	13	-4
O=C(CN1CCN(c2cccc(Cl)c2)CC1)NCc1ccccc1	3.3	5	-1	-14	1	10	16	4
O=C(COC(=O)C1CC(=O)N(Cc2ccccc2)C1)Nc1ccc(Cl)cc1F (centres undefined)	-0.9	25	-2	-30	-4	-1	3	-3
CCCCn1c(O)c(/C=C2\C=NN=C2c2ccccc2)sc1=S	4.8	38	8	6	9	-4	29	-33
CCOC(=O)c1cc(CC)sc1NC(=O)c1ccc([N+](=O)[O-])c(N2CCOCC2)c1	0.9	14	5	27	10	-7	0	12
COc1ccc(Cl)cc1-c1nc(N)nc(NC2CCCCC2)n1	-1.0	34	1	24	18	9	33	-8
CCc1cccc(CC)c1NC(=O)CSc1nnc(C2CC2)n1N	2.2	0	1	14	-6	1	5	0
Cc1sc(NC(=O)C2CCCCC2)c(C#N)c1-c1ccccc1	6.5	18	3	-124	18	-100	10	-171
CCOC(=O)N1CCN(C(=O)c2c[nH]c3ccc(S(=O)(=O)N(C)c4ccccc4C)cc3c2=O)CC1	1.4	18	-3	-9	-7	6	3	17
Nn1cnc2sc3c(c2c1=O)CCC3	-1.4	-13	-1	13	-1	0	-8	17
O=C(N1CCOCC1)C(F)(F)C(F)(F)C(F)(F)C(F)(F)C(=O)N1CCOCC1	-1.3	12	-1	0	5	1	0	12
N#C/C(=C/c1ccncc1)c1nc2ccccc2c(=O)[nH]1	-1.3	11	-1	8	10	-6	21	8
O=C1C(=O)N(Cc2cccnc2)C(c2cccc(O)c2)/C1=C(\O)c1ccc2c(c1)OCCO2 (centres undefined)	2.1	-11	0	15	-15	-4	-8	21
CN(Cc1ccc(Cl)cc1)C(=O)c1ccc2ccccc2n1	-1.4	20	1	-14	1	21	20	11
N#CCCCN1C(=O)C(O)(CC(=O)c2ccc3c(c2)OCCO3)c2ccccc21 (centres undefined)	-1.1	8	-2	12	8	0	7	20
CC(C)(C)OC(=O)N1CCN(c2ccc(CNC(=O)c3ccc(Cl)cc3)cc2)CC1	-1.3	29	0	9	24	37	25	-38
Clc1ccc(Oc2cnns2)cc1Cl	0.8	7	1	-8	9	9	11	6
Cc1cc(NC(=O)C(C)C)ncc1NC(=O)Cc1ccccc1	-0.1	24	-2	-22	-2	-14	7	-14
O=S(=O)(/N=C(/Nc1ccccc1)c1ccccc1)c1cccs1	-1.8	15	-2	-15	15	3	29	-1
Cc1cccc2c3nc4ccccc4nc3n(C)c12	0.5	18	10	-18	19	-31	12	-70
COc1ccc(C2=NN3C(C2)c2ccccc2OC32C(=O)N(C)c3ccccc32)cc1 (centres undefined)	4.2	18	0	-181	-17	-182	27	-306
COc1cccc(CNS(=O)(=O)c2ccc(S(=O)(=O)NC3CC3)cc2)c1	1.6	-10	-7	8	14	26	-1	6
CC1CCCC(C)N1C(=O)CSc1nc2ccccc2s1 (centres undefined)	4.0	28	1	-37	29	-34	40	8
Cc1ccc(C)c(Nc2nn3c(=O)c4ccc(C(=O)NCc5cccnc5)cc4nc3s2)c1	1.6	-2	-2	37	-6	6	-15	43*
Cc1occc(=O)c1OC(=O)Nc1ccccc1	2.1	-12	1	4	-3	-4	12	2
CN(C)C1=NCCN1CC1CCCCC1	1.7	-9	-3	13	-8	-23	-5	-6
CCCCN(CC)CCCNC(=O)c1ccc2c(c1)N(CC)C(=O)c1ccccc1S2(=O)=O	0.3	6	-6	8	4	-2	15	2
CCC12CN(C(=O)c3ccc([N+](=O)[O-])cc3)CC(CC)(CN(C(=O)c3ccc([N+](=O)[O-])cc3)C1)C2=O	-0.7	21	0	7	5	-2	16	-9
c1coc(-c2nnc3sc(C4CCCCC4)nn23)c1	-1.7	20	-1	27	4	7	35	-14

Other records.
SMILES	CHOP UPR activ	tim10-1 inh	UPR XBP1 act	Mdm2 MdmX PPI	TIM10 inh	Jurkat NFkB inh	tim23-1 inh	697 NFkB inh
CCOC(=O)C(N)CSC1CC(=O)N(c2ccc(OCC)cc2)C1=O (centres undefined)	1.0	-3	-3	11	-7	-4	-4	2
C=CCNC(=S)N1CCN(CCN=CC2=C(O)CC(c3ccc(Cl)cc3)CC2=O)CC1 (centres undefined)	1.9	14	2	-37	1	-2	-4	18
O=[N+]([O-])c1ccc(-c2c(O)c3ccccc3c3nc4ccccc4nc23)cc1	-1.7	24	0	65*	18	8	9	-22
CCCC(c1nnnn1Cc1cccs1)N1CCN(C2CCCC2)CC1 (centres undefined)	0.8	5	-2	3	-1	1	5	2
CCOc1cc(/C=N/NC(N)=S)cc(Br)c1OCc1ccccc1C	69*	32	61*	24	16	-9	9	14
COc1ccc(CCNC(=O)CSc2nc(=O)n3cc(C)ccc3n2)cc1OC	-2.2	1	-5	19	-3	-15	2	-8
CCOc1cc(-c2nc(-c3ccc(OC)cc3)no2)cc(OCC)c1OCC	0.9	1	0	26	10	17	4	28
C/C=C/c1ccc(OCCCNC2CCCC2)c(OC)c1	-1.2	21	-1	9	-1	1	13	-21
Cc1nc2ccccc2c(=O)n1CCN1CCOCC1	0.3	16	-2	-3	14	12	13	12
C=CCc1ccccc1OCC(O)CN1CCN(C(=O)OCC)CC1 (centres undefined)	-0.3	2	-1	19	11	5	17	-9
O=C1CCN1C1(C(=O)NC2CCCCC2)CCCC1	0.3	7	1	-33	-6	11	10	-1
CCOc1ccc(-n2cc(C(=O)NCc3ccco3)c3cc(OC)c(OC)cc3c2=O)cc1	1.3	-8	3	-15	23	-24	1	11
Cc1ccc(Cn2ccsc2=NC(=O)CCl)cc1	9.7	24	4	99*	17	78*	14	94*
COc1ccc(S(=O)(=O)N2CCOCC2)cc1NC(=O)CCc1nc2ccccc2c(=O)[nH]1	-0.2	3	-6	15	11	6	-1	8
COc1cc(/C=N/n2c(C3CCCCC3)n[nH]c2=S)cc(Br)c1O	-1.6	13	-5	4	-7	-10	37	16
COc1ccc(/C=N/NC(=O)CNC(=O)c2ccc(S(=O)(=O)N3CCOCC3)cc2)cc1OC	2.3	-2	0	-6	11	10	8	14
C[C@H](CO)N1C[C@H](C)[C@@H](CN(C)S(=O)(=O)c2ccccc2)Oc2c(NC(=O)Nc3ccccc3)cccc2C1=O	0.1	-2	-4	31	5	3	5	7
Cc1ccccc1S(=O)(=O)Cc1ccc(C(=O)NC2CCCCC2C)o1 (centres undefined)	-0.1	30	0	39	6	-1	15	-7
COc1ccccc1-c1nnc(SCC(=O)O)n1C	0.6	-5	-1	2	-1	-8	-9	7
CC(C)(C)c1ccc(Oc2ccc(NC(=O)C3CC=CCC3C(=O)O)cc2)cc1 (centres undefined)	-0.6	21	-3	-19	1	-29	31	-19
CC(=O)Nc1ccc(C2NC(=S)N(c3ccccc3C(F)(F)F)C(C)=C2C(=O)N2CCOCC2)cc1 (centres undefined)	-0.1	10	-3	-10	-3	-18	22	1
COc1ccc(C)cc1S(=O)(=O)N1CCCC(N2CCOCC2)C1 (centres undefined)	-1.4	-9	-4	2	-1	-1	-10	-6
CCOC(=O)C1=C(C)OC(N)=C(C#N)C1c1cc2c(cc1[N+](=O)[O-])OCO2 (centres undefined)	0.9	6	-3	-1	6	-4	22	1

Screening data deposited in PubChem BioAssay by Sanford-Burnham Center for Chemical Genomics.
